Screens as filed in PubChem BioAssay.
Rac1 GTP hydrolysis = MgcRacGAP GTPase-activating activity inhibitors, confirmation, biochemical, ADP Hunter fluorescence; MgcRacGAP-stimulated Rac1 GTP hydrolysis, ADP Hunter fluorescence; higher % means a stronger effect; GST-tagged Rac1 F28L mutant substrate; one-dose inhibition, % at 30 µM; IC50 in µM for titrated hits; 340,000 tested, 0.6% active; AID 624330;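 active = first-screen hits whose inhibition reached a set limit at any dose in the follow-up dose series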;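 also: fluorescence reports GDP produced by GAP-driven GTP hydrolysis; strong numbers were not always called active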
RSV CPE inhibition = RSV antiviral activity via CPE protection, HEp-2 cells, primary 10 µM value included (AID 2391) | HEp-2 cells, RSV-induced CPE inhibition; higher % means a stronger effect | one-dose CPE inhibition, % at 10 µM; IC50 in µM for titrated hits | 310,000 tested, 0.13% active; in the data active = a potency from the dose series; also: strong numbers were not always called active
NS5 inhibitors = flavivirus cap methylation enzyme inhibition – biochemical, confirmation dose response, primary screen (AID 588689); inhibition, % at 25 µM; hits with a dose series show IC50 in µM; Dengue-2 NS5 methyltransferase capping enzyme assay, biochemical; higher % means a stronger effect; 340,000 tested, 0.3% active; in the data active = a potency from the dose series
UTI89 phage lysis = inhibition of K1F phage lysis, E. coli UTI89, bacterial capsule biogenesis inhibitors, alamar blue (AID 488966); one-dose inhibition, % at 100 µM; IC50 in µM for titrated hits; E. coli UTI89 K1F phage lysis, alamar blue, 2 h; higher % means a stronger effect; 340,000 tested, 0.02% active;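 active = phage lysis inhibition, versus mean bacterial control, above a set limit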;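 also: capsule biogenesis inhibitors block K1F phage lysis so surviving cells raise fluorescence; higher fluorescence means more inhibition of phage lysis; actives were called in the ten point dose series up to 300 µM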
Large T inhibition = TAg ATPase/helicase activity blockers – biochemical (AID 1903); SV40 large T antigen ATPase/helicase inhibition assay; higher % means a stronger effect; inhibition, % at 20 µM, or IC50 in µM where a hit was titrated; 310,000 tested, 0.39% active; in the data active = a potency from the dose series; also: strong numbers were not always called active
T cell HTS = T cell immune modulators affecting CD8 T cell-vesicle binding; 330,000 tested, 0.068% active; 2C CD8+ T cell-vesicle binding, flow cytometry; active compounds read low; calls only at 7 µM; AID 2052;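 active = response, share of CD8 T cells binding vesicles, and their 90th percentile fluorescence all below set limits, cut at about 80% in these data, passing the limit was not always enough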
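Assay system: 2C TCR transgenic mouse naive CD8+ T cells, MACS-purified | Read-out: CD8+ gate FL2 mean fluorescence as % of same-row positive control | Signal: High-throughput flow cytometry with anti-B7-1 and anti-CD8 staining | Timing: Binding step 1.5 h, 37 °C, antibody labelling 20 min, ice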
NTR1 agonist = agonists of NTR1, primary screen, imaging, U2OS cells, beta-arrestin-GFP, high content (AID 493036) | NTR1-U2OS beta-arrestin-GFP spot imaging, agonist mode | 330,000 tested, 0.17% active | activation, % at 20 µM | P30989;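 active = activation at or above 40% of the spot to cytoplasm intensity ratio, with at least 20 cells analyzed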;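 also: 0% = DMSO without peptide and 100% = 100 nM NTR1 peptide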
Target sequence (P30989 whole entry, looked up): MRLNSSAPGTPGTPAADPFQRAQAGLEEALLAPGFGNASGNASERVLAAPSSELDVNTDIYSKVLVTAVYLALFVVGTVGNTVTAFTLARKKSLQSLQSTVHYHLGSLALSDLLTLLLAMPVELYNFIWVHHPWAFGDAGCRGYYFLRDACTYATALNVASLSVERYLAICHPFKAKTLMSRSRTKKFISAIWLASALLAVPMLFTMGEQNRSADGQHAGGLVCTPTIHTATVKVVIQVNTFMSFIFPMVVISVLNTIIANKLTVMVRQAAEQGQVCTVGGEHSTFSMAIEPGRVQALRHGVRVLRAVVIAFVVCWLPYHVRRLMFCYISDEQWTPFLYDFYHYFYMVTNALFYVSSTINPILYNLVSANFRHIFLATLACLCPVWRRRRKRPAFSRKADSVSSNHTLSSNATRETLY
West Nile virus CPE = West Nile virus antiviral activity, cell-based, CPE readout (AID 1621). West Nile virus-infected cells, CPE inhibition; higher % means a stronger effect. CPE inhibition, % at 10 µM; hits with a dose series show IC50 in µM. 290,000 tested, 0.02% active; in the data active = a potency from the dose series; also: strong numbers were not always called active
Salmonella PhoP GFP = PhoP-dependent GFP reporter repression – Salmonella Typhimurium, primary screen (AID 1863); one-dose inhibition, % at 50 µM; IC50 in µM for titrated hits; S. Typhimurium PhoP-regulated promoter GFP reporter, 4 h; higher % means a stronger effect; 300,000 tested, 0.16% active;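 active = inhibition over 29.93%, a cutoff 3 SD above the screen mean, later confirmed by dose response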;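 also: 0% = low Mg2+ inducing control and 100% = high Mg2+ repressing control; strong numbers were not always called active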
T cell HTS vesicle-bound % = recorded beside T cell HTS, whose call it bears; double positive events, %; measured here: CD8+ vesicle-bound cell fraction;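 binding gate set so that unloaded-vesicle control wells show 10% double positive cells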
NTR1 agonist cell count 20 µM = further read-out of NTR1 agonist, marked with its call; cell count; measured here: cell count, cytotoxicity flag
NS5 inhibitors pilot replicate = second read-out of NS5 inhibitors, no call of its own (marks repeat the call); inhibition, %; measured here: pilot screen replicate inhibition
* hit, by the source's call; [ ] = remark or other dose.

For CC(OC(=O)CSc1ccc([N+](=O)[O-])cc1)C(=O)NCc1ccco1 (centres undefined) the results were Rac1 GTP hydrolysis 6%, RSV CPE inhibition -1.4%, NS5 inhibitors -10%, UTI89 phage lysis 1.3%[50 µM], Large T inhibition 17%, T cell HTS inactive, NTR1 agonist -1.0, Salmonella PhoP GFP -8%, T cell HTS vesicle-bound % 49 and NTR1 agonist cell count 20 µM 54.
Screening O=C(NC(=S)N1CCN(C/C=C/c2ccccc2)CC1)c1ccc(Cl)nc1 returned Rac1 GTP hydrolysis -14%, RSV CPE inhibition 4.8%, NS5 inhibitors -5%, UTI89 phage lysis -2.0%, Large T inhibition 8%, T cell HTS inactive, NTR1 agonist -0.5, West Nile virus CPE 0.1%, Salmonella PhoP GFP -10%, T cell HTS vesicle-bound % 24 and NTR1 agonist cell count 20 µM 63.
Screening Cc1cc(C(=O)OCC(=O)Nc2cc(S(=O)(=O)N(C)C)ccc2C)c(C)o1 returned RSV CPE inhibition 0.6%, Large T inhibition 7%, T cell HTS inactive, NTR1 agonist 1.5, West Nile virus CPE -0.8%, Salmonella PhoP GFP -2%, T cell HTS vesicle-bound % 38 and NTR1 agonist cell count 20 µM 48.
O=C(O)/C=C/c1cn(-c2ncc(C(F)(F)F)cc2Cl)c2ccccc12 was read as Rac1 GTP hydrolysis 9%, RSV CPE inhibition 1.9%, NS5 inhibitors 0%, UTI89 phage lysis 0.1%, Large T inhibition 13%, T cell HTS inactive, NTR1 agonist 0.7, West Nile virus CPE 0.2%, Salmonella PhoP GFP 16%, T cell HTS vesicle-bound % 51 and NTR1 agonist cell count 20 µM 92.
CC(C)CCOC(=O)C1C(c2ccccc2)C(C(=O)O)C1c1ccccc1 (centres undefined) was read as Rac1 GTP hydrolysis 4%, RSV CPE inhibition -1.1%, NS5 inhibitors 1%, UTI89 phage lysis 0.2%, Large T inhibition -1%, T cell HTS inactive, NTR1 agonist -0.2, West Nile virus CPE 1.4%, Salmonella PhoP GFP 5%, T cell HTS vesicle-bound % 12, NTR1 agonist cell count 20 µM 48 and NS5 inhibitors pilot replicate -1.5.
`Cc1ccc(CN2CCC(n3nccc3NC(=O)CCOc3ccccc3)CC2)cc1C` gave Rac1 GTP hydrolysis 9%, RSV CPE inhibition -1.2%, NS5 inhibitors -7%, UTI89 phage lysis 0.4%, Large T inhibition 2%, T cell HTS inactive, NTR1 agonist -0.1, West Nile virus CPE -0.6%, Salmonella PhoP GFP 5%, T cell HTS vesicle-bound % 16 and NTR1 agonist cell count 20 µM 59.
Screening COc1ccccc1C/C(N)=N/OC(=O)COc1ccccc1C returned Rac1 GTP hydrolysis 0%, RSV CPE inhibition 1.0%, NS5 inhibitors 0%, UTI89 phage lysis 0.5%, Large T inhibition 10%, T cell HTS inactive, NTR1 agonist -0.3, West Nile virus CPE -0.3%, Salmonella PhoP GFP 1%, T cell HTS vesicle-bound % 36 and NTR1 agonist cell count 20 µM 39.
Screening CCCn1c(C)cc(C(=O)CSc2nc3nc(C)cc(C)n3n2)c1C returned Rac1 GTP hydrolysis 6%, RSV CPE inhibition 4.6%, NS5 inhibitors -1%, UTI89 phage lysis 0.0%, Large T inhibition 15%, T cell HTS inactive, NTR1 agonist 4.6, West Nile virus CPE -0.7%, Salmonella PhoP GFP 7%, T cell HTS vesicle-bound % 61 and NTR1 agonist cell count 20 µM 74.
COC(=O)[C@H](CCSC)NC(=O)[C@@H](Cc1cnc[nH]1)NC(=O)OCc1ccccc1 was read as Rac1 GTP hydrolysis 10%, RSV CPE inhibition 0.9%, NS5 inhibitors -2%, UTI89 phage lysis -0.9%[50 µM], Large T inhibition 11%, T cell HTS inactive, NTR1 agonist -0.7, West Nile virus CPE -0.6%, Salmonella PhoP GFP 0%, T cell HTS vesicle-bound % 35 and NTR1 agonist cell count 20 µM 98.
`O=C1N/C(=C/c2ccc(N3CCOCC3)o2)C(=O)N1c1ccccc1` gave Rac1 GTP hydrolysis 14%, RSV CPE inhibition 8.8%, NS5 inhibitors 4%, UTI89 phage lysis 0.2%[50 µM], Large T inhibition 19%, T cell HTS inactive, West Nile virus CPE -0.4%, Salmonella PhoP GFP -11% and T cell HTS vesicle-bound % 17.
Screening Cc1ccccc1NC(=O)C(=O)Nc1ccccc1C returned Rac1 GTP hydrolysis 5%, RSV CPE inhibition 0.0%, NS5 inhibitors -5%, UTI89 phage lysis 0.4%, Large T inhibition 2%, T cell HTS inactive, NTR1 agonist 0.2, West Nile virus CPE 0.1%, Salmonella PhoP GFP -6%, T cell HTS vesicle-bound % 10 and NTR1 agonist cell count 20 µM 119.
Cc1cc(S(=O)(=O)N2CCCC(N(C)CCc3ccccn3)C2)c(C)s1 (centres undefined) was read as Rac1 GTP hydrolysis 9%, RSV CPE inhibition 0.7%, NS5 inhibitors -9%, UTI89 phage lysis 0.1%, Large T inhibition 14%, T cell HTS inactive, NTR1 agonist -0.3, West Nile virus CPE -1.2%, Salmonella PhoP GFP 7%, T cell HTS vesicle-bound % 33 and NTR1 agonist cell count 20 µM 71.
`O=C(NCCc1c[nH]c2ccccc12)c1ccc2[nH]c(=O)c(=O)[nH]c2c1` gave RSV CPE inhibition 1.0%, NS5 inhibitors -8%, UTI89 phage lysis -0.1%, Large T inhibition 3%, T cell HTS inactive, NTR1 agonist -0.2, West Nile virus CPE 0.1%, Salmonella PhoP GFP -15%, T cell HTS vesicle-bound % 61 and NTR1 agonist cell count 20 µM 83.
Screening CCOc1cc(C(=S)N2CCCC2)ccc1OCc1ccccc1 returned Rac1 GTP hydrolysis 3%, RSV CPE inhibition 2.8%, NS5 inhibitors -12%, UTI89 phage lysis -1.4%, Large T inhibition 7%, T cell HTS inactive, NTR1 agonist 0.3, West Nile virus CPE -1.1%, Salmonella PhoP GFP 6%, T cell HTS vesicle-bound % 54 and NTR1 agonist cell count 20 µM 71.
`Cc1nnc(SC(C)C(=O)Nc2ccc3ccccc3c2)n1C` (centres undefined) gave Rac1 GTP hydrolysis 6%, RSV CPE inhibition 3.8%, NS5 inhibitors -1%, UTI89 phage lysis 0.1%[50 µM], T cell HTS inactive, NTR1 agonist -0.4, T cell HTS vesicle-bound % 44 and NTR1 agonist cell count 20 µM 51.

Copied from the entries so far, 2 compounds:
Screening CCOc1cc(C(=S)N2CCCC2)ccc1OCc1ccccc1 returned Rac1 GTP hydrolysis 3%, RSV CPE inhibition 2.8%, NS5 inhibitors -12%, UTI89 phage lysis -1.4%, Large T inhibition 7%, T cell HTS inactive, NTR1 agonist 0.3, West Nile virus CPE -1.1%, Salmonella PhoP GFP 6%, T cell HTS vesicle-bound % 54 and NTR1 agonist cell count 20 µM 71.
`Cc1nnc(SC(C)C(=O)Nc2ccc3ccccc3c2)n1C` (centres undefined) gave Rac1 GTP hydrolysis 6%, RSV CPE inhibition 3.8%, NS5 inhibitors -1%, UTI89 phage lysis 0.1%[50 µM], T cell HTS inactive, NTR1 agonist -0.4, T cell HTS vesicle-bound % 44 and NTR1 agonist cell count 20 µM 51.

Next results
COc1ccc(NC(=S)N2N=CCC2c2ccccc2)cc1 (centres undefined) was read as Rac1 GTP hydrolysis 4%, RSV CPE inhibition 4.0%, NS5 inhibitors -3%, UTI89 phage lysis 0.2%, Large T inhibition 7%, T cell HTS inactive, NTR1 agonist 7.5, West Nile virus CPE -0.5%, Salmonella PhoP GFP 19%, T cell HTS vesicle-bound % 40, NTR1 agonist cell count 20 µM 99 and NS5 inhibitors pilot replicate 3.2.
For COc1ccc(-c2csc(/C=C/c3ccc4c(c3)OCO4)n2)cc1OC the results were Rac1 GTP hydrolysis 4%, RSV CPE inhibition 1.6%, NS5 inhibitors -1%, UTI89 phage lysis 6.3%, Large T inhibition 7%, T cell HTS inactive, NTR1 agonist 5.6, West Nile virus CPE -0.3%, Salmonella PhoP GFP -13%, T cell HTS vesicle-bound % 45 and NTR1 agonist cell count 20 µM 72.
CCn1c(CC(=O)Nc2ccccc2C)nnc1SCC(=O)NC1CCCC1 was read as Rac1 GTP hydrolysis 3%, RSV CPE inhibition 1.8%, NS5 inhibitors -7%, UTI89 phage lysis 0.4%, Large T inhibition -12%, T cell HTS inactive, NTR1 agonist -0.3, West Nile virus CPE -0.2%, Salmonella PhoP GFP 2%, T cell HTS vesicle-bound % 11 and NTR1 agonist cell count 20 µM 46.
`Cc1cc(C(=O)OCC(=O)NCc2ccc(F)cc2)c2ccccc2n1` gave Rac1 GTP hydrolysis 8%, RSV CPE inhibition 2.0%, NS5 inhibitors -4%, UTI89 phage lysis 0.4%[50 µM], T cell HTS inactive, NTR1 agonist -1.2, T cell HTS vesicle-bound % 27 and NTR1 agonist cell count 20 µM 51.
`CCCCn1c(N)c(N(CC)C(=O)c2cccc(S(=O)(=O)N3CCCc4ccccc43)c2)c(=O)[nH]c1=O` gave Rac1 GTP hydrolysis 5%, RSV CPE inhibition 0.4%, NS5 inhibitors 1%, UTI89 phage lysis 0.7%[50 µM], Large T inhibition 10%, T cell HTS inactive, NTR1 agonist 1.2, Salmonella PhoP GFP 4%, T cell HTS vesicle-bound % 21 and NTR1 agonist cell count 20 µM 66.
For CCCc1cc(=O)oc2c3c(cc(OCC(=O)NCc4ccncc4)c12)OC(C)(C)CC3 the results were Rac1 GTP hydrolysis 8%, NS5 inhibitors 1%, UTI89 phage lysis 4.1%, Large T inhibition 7%, T cell HTS inactive, NTR1 agonist 10, West Nile virus CPE -0.5%, Salmonella PhoP GFP 11%, T cell HTS vesicle-bound % 16 and NTR1 agonist cell count 20 µM 74.
For CCOC(=O)Cn1c(=O)oc2cc(S(=O)(=O)N(C)Cc3ccccc3)ccc21 the results were Rac1 GTP hydrolysis 5%, RSV CPE inhibition 0.5%, NS5 inhibitors -9%, UTI89 phage lysis -1.4%[50 µM], Large T inhibition 2%, T cell HTS inactive, NTR1 agonist 1.2, West Nile virus CPE 0.4%, Salmonella PhoP GFP -1%, T cell HTS vesicle-bound % 24 and NTR1 agonist cell count 20 µM 48.
CC(=O)N1CCCc2cc(S(=O)(=O)N3CCCC(C)C3)ccc21 (centres undefined) was read as Rac1 GTP hydrolysis -5%, RSV CPE inhibition 3.3%, NS5 inhibitors -15%, UTI89 phage lysis 0.3%, Large T inhibition 11%, T cell HTS inactive, NTR1 agonist 2.6, West Nile virus CPE -0.2%, Salmonella PhoP GFP -5%, T cell HTS vesicle-bound % 14 and NTR1 agonist cell count 20 µM 57.
Cc1ccc(NC(=O)c2sccc2C)cc1S(=O)(=O)N(C)C was read as Rac1 GTP hydrolysis 11%, RSV CPE inhibition 4.9%, NS5 inhibitors -8%, UTI89 phage lysis 6.6%, Large T inhibition 8%, T cell HTS inactive, NTR1 agonist -1.8, West Nile virus CPE -1.1%, Salmonella PhoP GFP -7%, T cell HTS vesicle-bound % 37 and NTR1 agonist cell count 20 µM 50.

The order is random; overall some 1.5% were active at least once.
